All columns: NCI-60 one-dose screen, growth in % after 48 h at 10 µM unless noted; 100 = growth as untreated, 0 = no growth, -100 = all killed.
K-562 – K-562 leukemia; 78,000 tested, 7.4% active; AID 1794777
MDA-MB-468 – MDA-MB-468 breast cancer; 78,000 tested, 8.5% active
MOLT-4 – MOLT-4 leukemia cells | 80,000 tested, 6.9% active | AID 1794779
SR – SR leukemia cells; 73,000 tested, 8.7% active; AID 1794780
MDA-MB-435 – MDA-MB-435 melanoma | 82,000 tested, 7.8% active | AID 1794794
MCF7 – MCF7 breast cancer; 82,000 tested, 6.3% active; AID 1794796
MDA-MB-231 – MDA-MB-231 breast cancer; 81,000 tested, 5% active
RPMI-8226 – RPMI-8226 leukemia cells; 77,000 tested, 7.5% active
Active calls of the source: *; . = not tested or not shown; & = joins results of further samples. The calls were made as follows: active = growth percent below 10; inactive = the rest.

Molecule	K-562	MDA-MB-468	MOLT-4	SR	MDA-MB-435	MCF7	MDA-MB-231	RPMI-8226
CN(C)c1ccc(/C=N/NC(=O)c2ccc(OCc3nc4ccc(Cl)cc4[nH]3)cc2)cc1	81.0	90.9	64.1	93.4	100.6	58.3	77.6	70.9
COc1cc(NC(=O)CSc2nc3ccccc3c(=O)n2-c2ccc(F)cc2)cc(OC)c1OC	86.5	.	82.1	.	99.8	100.1	76.2	86.7
COc1ccc2nc(-c3ccc(-c4noc(-c5ccc(C)cc5)n4)cc3)[nH]c2c1	89.9	86.8	92.9	82.9	98.4	68.5	104.3	87.0
Cc1sc2nc(NCc3ccccc3Cl)[nH]c(=O)c2c1C	54.8	101.1	69.7	50.2	92.6	80.6	73.0	82.8
CCOC(=O)c1noc2c1CCc1c-2cn(Cc2ccc(OC)c(N)c2)c1-c1ccccc1	107.7	102.1	98.5	89.2	106.7	92.7	127.0	100.1
Cc1ccc(NC(=O)N2NC(c3ccc(Cl)cc3)C=C2c2ccccc2)cc1 (stereo not drawn)	92.0	108.5	84.4	90.5	102.3	.	110.3	104.3
O=C(Cc1nc2cc(Cl)c(Cl)cc2nc1CC(=O)c1ccccc1)c1ccccc1	47.4	-55.0*	28.9	.	67.4	9.5*	.	25.7
O=C(CN1CCOCC1)Nc1nc2c(s1)Nc1ccccc1NC2=O	82.7	120.6	79.7	87.8	103.9	83.9	99.4	104.9
Nc1nc(Cl)c(Cl)nc1C(=O)O	100.4	90.9	113.6	.	94.0	91.5	106.5	100.2
COc1c(O[C@@H]2OC[C@@H](O)[C@H](O)C2O)cc2oc3cc(O[C@@H]4OC[C@@H](O)[C@H](O)C4O)c(CC=C(C)C)c(O)c3c(=O)c2c1CC=C(C)C (stereo partly drawn)	73.0	70.7	59.0	83.0	98.6	88.3	97.4	100.7
c1ccc(C2OCCOC2c2ccccc2)cc1 (stereo not drawn)	97.1	96.2	93.5	90.8	98.3	95.7	110.0	93.8
O=C(O)c1cccc(Oc2ccc(C(=O)O)c([N+](=O)[O-])c2)c1	63.9	96.2	95.6	111.4	80.6	91.9	95.2	103.0
CC(=O)Nc1ccc(Br)cc1C	102.0	112.9	99.8	93.8	109.9	103.2	103.3	104.1
CCCC(O)Cn1ncc(C(=O)OCC)c1NC(=O)NCc1cccc(C(F)(F)F)c1 (stereo not drawn)	46.9	79.3	62.0	76.1	102.9	97.6	95.1	47.9
COc1ccc(NC(=O)CSc2nnc(-c3ccc(Cl)cc3)n2-c2ccccc2)cc1	88.6	67.1	95.5	83.3	86.9	47.3	95.2	102.7
O=C(Cn1cc(C2CC2)nn1)Nc1nc(-c2ccc(Br)cc2)cs1	103.9	88.2	99.4	113.4	94.0	83.9	101.2	96.5
COC(=O)[C@]1(C)N[C@H](c2cn(-c3ccccc3)nc2C)[C@@H]2C(=O)N(c3ccc(Cl)cc3)C(=O)[C@@H]21	.	117.9	.	.	98.7	101.9	119.5	.
COc1ccc(/C(C)=C(/c2ccc(OCCCN(C)C)cc2)c2ccc(OC(=O)c3ccccc3)cc2)cc1	38.9	94.9	54.2	9.1*	85.0	31.0	71.1	62.6
CSc1nc(-c2cccc(Br)c2)c(C#N)c(=O)n1C	80.9	89.2	74.5	82.2	99.8	97.8	98.1	84.4
CCOc1nc(-c2ccccc2)cc2c(O)c(C(=O)O)[nH]c(=O)c12	111.7	96.2	92.4	98.1	109.0	103.1	104.4	58.1
Cn1cc(-c2[nH]c3cc(NC(=O)[C@H](N)C4CCCCC4)cc4c3c2C=NNC4=O)cn1	-59.6*	-83.3*	-36.8*	-15.7*	-33.9*	-12.1*	-67.7*	-18.1*
CCCCCCCCCCCCCCCCCC(=O)OCCCCCCCCCCCCC	119.0	116.7	112.8	115.6	108.9	114.0	134.8	95.0
C#CCOc1ccc(C(Nc2ccc(Cl)cc2)c2nnnn2C2CCCCC2)cc1OC (stereo not drawn)	88.0	85.8	79.1	104.2	100.5	77.8	73.7	92.8
COc1ccc(-c2ccc(NC(=O)Nc3cccc(C(F)(F)F)c3)c(C)n2)cc1OC	31.9	49.6	39.6	51.1	73.2	62.5	69.5	34.6
COc1coc(CO)cc1=O	95.6	112.8	104.2	108.5	111.0	111.1	115.3	110.9
CC(C)c1cccc(O)c1	116.7	106.6	106.4	111.2	112.2	97.7	89.8	113.7
O=C(CC(c1ccccc1)c1cccc2ccccc12)c1ccccc1 (stereo not drawn)	72.2	100.0	80.9	91.1	92.9	106.9	75.1	77.4
Cc1ccc(NC(=O)C(F)(F)F)cc1	107.1	94.5	100.0	99.2	98.9	97.8	104.2	115.6
CCOC(=O)/C=C/c1sc(-c2ccc(F)cc2)cc1N	93.5	87.9	86.4	102.4	87.8	67.7	88.5	98.0
Cn1ccnc1C(=O)/C=C/c1ccc(NC(=O)c2c(F)c(F)c(F)c(F)c2F)cc1	80.7	92.1	85.2	70.2	106.8	70.8	108.0	80.6

The results go on.
Molecule	K-562	MDA-MB-468	MOLT-4	SR	MDA-MB-435	MCF7	MDA-MB-231	RPMI-8226
OC1c2ccccc2-c2ccc(N(Cc3ccc(Br)cc3)Cc3ccc(Br)cc3)cc21 (stereo not drawn)	30.0	70.8	20.3	25.5	63.8	55.0	63.9	52.7
CC(=O)OC[C@H]1O[C@@H](OC[C@H]2O[C@@H](OC(=O)[C@@]34CC[C@]5(C)C(=CC[C@@H]6[C@@]7(C)CC[C@@H](O)C(C)(C)[C@@H]7CC[C@]65C)[C@H]3CC(C)(C)C(=O)C4)[C@H](O)[C@@H](O)[C@@H]2O)[C@H](O)[C@@H](O)[C@@H]1OC1OC(C)C(O)C(O)C1O (stereo partly drawn)	101.1	127.4	58.2	84.3	54.5	62.7	71.9	33.5
O=C(NC(Cc1ccccc1)C(=O)O)C(Cl)Cl (stereo not drawn)	108.7	101.1	101.3	104.9	107.5	99.9	110.3	99.5
CC1=C(C#N)c2nc3cccnc3c(=O)n2[C@]1(C)O	104.7	103.1	102.7	87.0	106.3	99.2	100.7	96.4
C#CCOc1ccc(/C=C2/SC(=S)NC2=O)cc1OC	99.6	98.1	105.8	97.1	101.5	94.4	104.1	104.6
NC(=O)c1cnc2ccc(C(=O)/C=C/c3ccc(Cl)cc3)cc2c1Nc1ccc(Cl)cc1	106.2	93.3	97.1	103.0	97.7	94.4	104.0	102.0
NS(=O)(=O)c1ccc(-c2nonc2Oc2ccccc2)cc1	106.3	84.3	101.6	93.8	104.0	100.3	102.9	100.0
CC(C)=CCc1cc2c(cc1O)O[C@H](c1ccc(O)cc1)CC2=O	73.7	106.1	58.6	75.5	90.8	84.5	92.3	80.1
CCCc1cc(=O)[nH]c(SCC(=O)c2ccc(C)cc2)n1	85.3	117.9	91.5	81.7	102.5	103.7	106.7	90.4
CC(C)CCC[C@@H](C)C1CCC2C3CCC4=C/C(=N/OCCN5CCOCC5)CC[C@]4(C)C3CC[C@@]21C (stereo partly drawn)	97.6	104.8	82.3	75.8	108.5	95.7	107.6	96.8
O=[N+]([O-])c1ccc2cc(O)c(=S)[nH]c2c1	105.2	101.9	102.5	.	107.0	94.1	100.9	100.8
CCCCC(c1ccccc1)N(C)CC(O)c1ccc(Cl)cc1 (stereo not drawn)	64.1	98.2	75.7	62.3	86.7	69.0	62.2	72.8
CC(=O)OCC1OC(OC2C(COC(C)=O)OC(Sc3ccccc3)C(OC(C)=O)C2OC(C)=O)C(OC(C)=O)C(OC(C)=O)C1OC(C)=O (stereo not drawn)	109.2	101.9	90.0	91.5	103.9	92.5	.	95.8
Cc1cccc(C)c1NC(=O)Cn1c(-c2cncs2)nc2ccccc21	90.0	102.7	91.3	92.2	105.5	89.1	107.7	86.2
CCCCCCCC/C=C\CCCCCCCC(=O)OCCCCC	100.5	125.7	98.6	96.4	108.8	94.2	101.5	104.5
COc1ccc2nc(-c3ccc(-c4noc(-c5ccc(Cl)cc5)n4)cc3)[nH]c2c1	45.1	37.5	79.0	.	60.2	46.4	75.6	101.0
CCOC(=O)C(C)C(O)c1ccccc1 (stereo not drawn)	.	110.1	108.0	.	100.4	96.9	104.9	100.1
Cn1cc(-c2cc(N)n3nc(-c4c[nH]c5ccc(Br)cc45)cc3n2)c2cccnc21	-4.0*	-92.1*	-23.8*	-23.6*	-77.7*	-78.5*	-85.6*	3.4*
O=C1/C(=C/c2ccc(O)c(O)c2)Oc2cc(O)ccc21	93.7&82.5	98.8&88.3	88.3&85.2	93.5&83.1	95.4&100.1	117.1&124.0	96.1&90.0	98.0&105.7
C[C@@H]1CC[C@@]2(OC1)O[C@H]1C[C@H]3[C@@H]4CC=C5c6sc(Nc7ccccn7)nc6CC[C@]5(C)[C@H]4CC[C@]3(C)[C@H]1[C@@H]2C	82.8	99.9	95.3	97.1	104.4	82.3	97.0	91.1
Cc1cc(Cl)ccc1NC(=O)Oc1ccc(C#N)cc1	96.1	96.2	97.8	86.5	100.0	88.1	94.5	94.7
NC(N)=NS(=O)(=O)c1ccc(N)cc1	112.1&93.5	103.6&111.2	94.5&99.2	125.7&102.4	103.8&103.3	104.3&97.2	108.2&120.6	99.6&110.4
O=C(NNc1ccc(Cl)cc1)c1ccc(Cc2n[nH]c(=O)c3cccnc23)cc1	87.8	100.6	91.9	105.0	100.2	89.7	98.3	.
Cc1nn(-c2ccc(Cl)cc2)c2ncnc(N/N=C/c3cccc(O)c3)c12	13.5	19.5	15.6	27.1	53.4	21.4	45.2	44.0
CCCCCCCCc1cccc(C(=O)Nc2ccc(C)cc2C(=O)O)c1	80.8	86.3	94.0	102.0	106.0	91.4	101.6	82.7
Nc1cc(NN=C(c2ccc(O)cc2)c2ccc(O)cc2)c([N+](=O)[O-])cc1[N+](=O)[O-]	78.4	.	69.5	39.2	96.5	-60.5*	54.4	74.3
C=C1C(=O)O[C@H]2[C@H]1CC/C(Cn1cc(-c3ccc(OC)cc3)nn1)=C\CC[C@@]1(C)O[C@@H]21	-9.1*	-42.8*	-32.9*	-10.8*	-26.9*	-41.3*	-12.3*	-33.3*
CC1=CC(C)(C)NC(=S)N1c1cccc2c(S(=O)(=O)O)cccc12	119.5	122.3	111.4	98.4	118.1	109.2	109.7	.
O=C(NN1C(=O)/C(=C/C=C/c2ccc([N+](=O)[O-])o2)SC1=S)c1ccc(O)cc1	0.6*	-77.3*	-40.7*	-7.5*	-91.0*	-54.4*	-95.9*	-26.1*
CN(C)c1ccc(/C=C/C(=O)c2cccc(OCC(=O)O)c2)cc1	105.6	105.4	103.8	99.5	110.8	96.2	108.3	107.3

Two compounds from above with just MCF7 and SR.
SMILES	MCF7	SR
O=C(NN1C(=O)/C(=C/C=C/c2ccc([N+](=O)[O-])o2)SC1=S)c1ccc(O)cc1	-54.4*	-7.5*
CN(C)c1ccc(/C=C/C(=O)c2cccc(OCC(=O)O)c2)cc1	96.2	99.5

The listing continues.
Molecule	K-562	MDA-MB-468	MOLT-4	SR	MDA-MB-435	MCF7	MDA-MB-231	RPMI-8226
CCOC(=O)CC[C@H](NC(=O)c1ccc(NC(=O)Cn2c(C)nc3c(c(C)nn3-c3ccc(F)cc3)c2=O)cc1)C(=O)OCC	103.0	90.5	104.1	83.7	102.0	91.8	.	98.3
O=C1CCCCC(=O)[C@H]2CC(=O)O[C@@H]2CO1	96.2	97.7	99.5	94.1	100.5	95.8	100.1	106.8
Cc1cccc(C(=O)N2C(=O)[C@@]3(c4ccccc42)[C@@H](c2ccc(F)cc2)[C@H](C(=O)c2ccc(O)cc2)[C@@H]2CCCN23)c1	56.2	84.6	45.3	34.7	70.8	65.2	82.4	56.1
NC(=S)N/N=C/c1nccn1-c1ccccc1	108.8	109.5	109.8	105.2	102.9	105.9	104.9	105.8
CCc1ccc(Cc2cnc(NC(=O)C(=S)N3CCOCC3)s2)cc1	102.2	108.8	101.1	106.9	103.2	99.9	104.9	106.0
CCOC(=O)c1c(NC(=O)c2ccc(Cl)cc2)sc2c(CN(C)C)c(O)ccc12	8.8*	.	59.5	-8.1*	76.7	66.6	56.4	-13.0*
Cc1c(C(=O)/C=C/Nc2cccc(C(=O)O)c2)sc2nc3ccccc3n12	100.1	108.3	104.1	105.1	101.6	95.3	122.0	.
CCOC(=O)c1c(O)cc(-c2ccc(Br)cc2)cc1-c1sc(N(C)Cc2ccccc2)nc1Cl	100.3	103.3	96.1	115.2	96.4	87.6	96.6	103.2
COc1cccc2nc(Nc3cccc(NC(=O)c4ccc(N5CCN(C)CC5)c(C(F)(F)F)c4)c3)ccc12	-49.1*	20.2	-16.6*	-7.7*	19.9	-12.9*	29.5	7.2*
COc1nc(N2CCOCC2)nc2cc(NCc3cccnc3)ccc12	101.0	99.2	104.2	106.3	102.8	92.3	112.8	106.0
OC(c1ccccc1)c1cccc2ccccc12 (stereo not drawn)	107.0	94.2	86.5	92.8	102.2	101.3	91.7	102.2

By substructure, those above containing a thiophene ring, fused or not
Molecule	K-562	MDA-MB-468	MOLT-4	SR	MDA-MB-435	MCF7	MDA-MB-231	RPMI-8226
Cc1sc2nc(NCc3ccccc3Cl)[nH]c(=O)c2c1C	54.8	101.1	69.7	50.2	92.6	80.6	73.0	82.8
CCOC(=O)/C=C/c1sc(-c2ccc(F)cc2)cc1N	93.5	87.9	86.4	102.4	87.8	67.7	88.5	98.0
CCOC(=O)c1c(NC(=O)c2ccc(Cl)cc2)sc2c(CN(C)C)c(O)ccc12	8.8*	.	59.5	-8.1*	76.7	66.6	56.4	-13.0*
